Screens from PubChem.
PPARg SRC-2 ag = agonists of PPARg-SRC-2 recruitment, primary screen, biochemical, HTS | Peroxisome proliferator-activated receptor gamma (Homo sapiens), P37231 | PPARgamma LBD-SRC-2 recruitment | activation, % at 8 µM | 200,000 compounds, 0.34% hits | AID 1032, 2008; in the data active means activation above about 22%;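 further: 0% = vehicle and 100% = reference agonist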
Target sequence (P37231 whole entry, looked up, the tested form may be a part): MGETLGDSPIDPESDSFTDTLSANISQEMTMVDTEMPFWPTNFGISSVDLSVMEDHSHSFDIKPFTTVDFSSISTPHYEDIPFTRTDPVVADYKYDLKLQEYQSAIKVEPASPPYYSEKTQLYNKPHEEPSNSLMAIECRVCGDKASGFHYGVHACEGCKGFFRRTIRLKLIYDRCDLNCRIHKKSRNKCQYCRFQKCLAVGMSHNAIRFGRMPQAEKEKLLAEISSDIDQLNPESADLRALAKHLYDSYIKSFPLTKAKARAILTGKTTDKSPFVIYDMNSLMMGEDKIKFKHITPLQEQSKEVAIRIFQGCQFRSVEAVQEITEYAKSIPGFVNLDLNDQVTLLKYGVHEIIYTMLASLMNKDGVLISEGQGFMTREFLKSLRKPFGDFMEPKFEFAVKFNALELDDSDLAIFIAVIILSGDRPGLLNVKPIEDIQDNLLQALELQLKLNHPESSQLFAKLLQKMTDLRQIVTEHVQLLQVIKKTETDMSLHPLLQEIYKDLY
PPARg SRC-1 ag = PPARgamma agonists recruiting SRC-1 coactivator, primary screen, biochemical; Peroxisome proliferator-activated receptor gamma (Homo sapiens), P37231; PPARgamma-SRC-1 coactivator recruitment biochemical assay; activation, % at 8 µM; 200,000 compounds, 0.41% hits; in the data active means activation above about 19%;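 further: 0% = DMSO and 100% = reference agonist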
Diaph inh CS = diaphorase inhibitors and chemical oxidizers, primary screen, counter-screen for diaphorase-coupled primary assays, biochemical, uHTS, resorufin fluorescence | inhibition, % at 20 µM | 190,000 compounds, 0.69% hits | AID 1217, 2008 | diaphorase resazurin-to-resorufin fluorescence, NADH, 16 min; bacterial (C. kluyveri) enzyme, not human;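 active means primary screen inhibition at 20 µM above a set limit, cut at about 50% in these data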;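 further: plate controls were DMSO with full reaction for no effect and wells lacking NADH for full effect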
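Benchmarks: positive control wells lacking NADH, neutral wells with DMSO only. System: bacterial diaphorase enzyme (C. kluyveri). Input: 0.14 U/mL diaphorase, enzyme working solution. Detection: resorufin fluorescence, excitation 544 nm, emission 590 nm. Times: 16-min room-temperature incubation before reading.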
PMI activator = activators of human PMI, primary screen, biochemical, fluorescence intensity, near-Km mannose 6-phosphate | Mannose-6-phosphate isomerase (Homo sapiens), P34949 | purified human PMI, coupled resazurin fluorescence, 20 min; stronger effect = higher value; 1 = vehicle control, 0 substrate-free wells | activation factor at 20 µM | 190,000 compounds, 0.005% hits;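 active means activation factor of 2 or more at 20 µM, relative to plate controls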
Target sequence (P34949 whole entry, looked up): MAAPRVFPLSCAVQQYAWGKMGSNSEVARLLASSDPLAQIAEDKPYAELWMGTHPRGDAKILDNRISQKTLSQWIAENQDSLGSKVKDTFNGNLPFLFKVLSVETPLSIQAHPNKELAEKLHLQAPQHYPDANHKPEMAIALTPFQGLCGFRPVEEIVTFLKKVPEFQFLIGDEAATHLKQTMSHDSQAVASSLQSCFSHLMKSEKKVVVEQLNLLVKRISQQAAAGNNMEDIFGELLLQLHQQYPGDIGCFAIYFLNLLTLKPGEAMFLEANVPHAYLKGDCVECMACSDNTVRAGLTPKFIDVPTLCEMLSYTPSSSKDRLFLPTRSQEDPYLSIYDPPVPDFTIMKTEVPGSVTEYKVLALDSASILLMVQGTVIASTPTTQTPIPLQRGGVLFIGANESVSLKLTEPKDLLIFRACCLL
PPARg SRC3 recr = PPARgamma agonists recruiting SRC-3 coactivator, primary screen, biochemical; biochemical PPARgamma/SRC-3 coactivator recruitment assay; activation, % at 8 µM; 200,000 compounds, 0.26% hits; AID 731, 2007; in the data active means activation above about 23%;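 further: 0% = DMSO and 100% = reference agonist; some compounds past the cut are filed as inactive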
PMI act hi M6P = human PMI activators, high substrate, primary screen, biochemical, fluorescence intensity, near-saturating mannose 6-phosphate. coupled PMI enzyme assay, resazurin fluorescence, 20 min; stronger effect = higher value; 1 = untreated enzyme, 0 = substrate-free blank. activation factor at 20 µM. 190,000 compounds, 0.34% hits. AID 1216, 2008;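 active means activation factor of 2 or more at 20 µM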
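Test system – human PMI in coupled enzyme assay · Timing – 20 min incubation at room temperature · Detection – Diaphorase-driven resazurin-to-resorufin fluorescence, excitation 544, emission 590 nm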
S1P3 antagonist = S1P3 receptor antagonists, primary screen, cell-based; 170,000 compounds, 0.27% hits; AID 485, 2006; Sphingosine 1-phosphate receptor 3 (Homo sapiens), Q99500; CHO S1P3 NFAT-BLA reporter, FRET fluorescence, antagonist mode; inhibition, % at 4.98 µM;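 active means inhibition above the plate cutoff, the mean inhibition of test wells on that plate plus 3 SD, cut at about 28% in these data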;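 further: cells challenged with S1P at its EC80 of 0.8 µM; blue over green emission ratio from cleaved BLA substrate after 4 h stimulation; 0% = S1P-stimulated wells and 100% = unstimulated DMSO-only wells; some compounds past the cut are filed as inactive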
ROMK primary = ROMK potassium channel modulators, primary screen, cell-based, thallium flux, MLSMR library. ATP-sensitive inward rectifier potassium channel 1 (Homo sapiens), P48048. Tet-inducible ROMK, thallium flux fluorescence; actives lie on both sides. B-score at 10 µM. 130,000 compounds, 2% hits. AID 1918, 2009;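 active means signal ratio slope over the read window, or its plate-corrected B-score, at least 3 SD from the plate mean, either direction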;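 further: B-score of the F/F0 ratio slope over 7 to 12 s after thallium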
G6PDH CS = L. mesenteroides G6PDH inhibitors, counter-screen for G6PDH-coupled screening assays, biochemical, Leuconostoc mesenteroides enzyme; inhibition, % at 5 µM; glucose-6-phosphate dehydrogenase [Leuconostoc mesenteroides]; 200,000 compounds, 0.12% hits; AID 1020, 2008; Purified L. mesenteroides G6PDH, diaphorase/resazurin coupled fluorescence, 45 min; in the data active means inhibition above about 50%
SRC2 TRFRET art = TR-FRET signal artefacts, primary screen, artefact control for PPARgamma SRC-2 agonist project, biochemical; TR-FRET ratio at 8 µM; TR-FRET artefact counter-screen; stronger effect = higher value; AID 1049, 2008; 200,000 compounds, 0.4% hits; in the data active means TR-FRET ratio above about 2000; further: inactives centre near 1500
Diaphorase act = compounds boosting diaphorase resazurin reduction – biochemical, uHTS, resorufin fluorescence, counter-screen for diaphorase-coupled primary assays, primary screen; activation factor at 20 µM; Diaphorase/resazurin coupled assay, 16 min; stronger effect = higher value; 1 = vehicle wells, 0 = NADH-free wells; AID 1229, 2008; 190,000 compounds, 0.005% hits;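 active means diaphorase activity raised at least twofold by the compound at 20 µM; inactive means activation factor below 2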
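Measured by – red resorufin fluorescence at 544/590 nm excitation/emission · Test system – Clostridium kluyveri diaphorase, purified enzyme · Incubation – reaction time 16 min, room temperature · Buffer or medium – 50 mM HEPES pH 7.4 with 4.542 mM MgCl2, 0.005% Tween 20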
* = called active by the depositor; . = not tested or not shown.

SMILES	PPARg SRC-2 ag	PPARg SRC-1 ag	Diaph inh CS	PMI activator	PPARg SRC3 recr	PMI act hi M6P	S1P3 antagonist	ROMK primary	G6PDH CS	SRC2 TRFRET art	Diaphorase act
Cc1ccc(C)c(S(=O)(=O)N2CCCOC2CNC(=O)C(=O)NCCCn2ccnc2)c1 (stereo not given)	-0.1	-8.2	12.8	0.9	-0.4	0.9	-6.1	1.86	3.4	1522	0.9
O=C(COc1cccnc1[N+](=O)[O-])NC1CCS(=O)(=O)C1 (stereo not given)	-5.7	-8.4	9.7	1.1	-0.2	1	-15.8	0.122	20.7	1604	0.9
Cc1c(C(=O)N2CCCCC2)sc(NC(=O)C23CC4CC(CC(C4)C2)C3)c1C#N	-5.7	-6.0	.	.	-5.3	.	.	-0.0605	.	1231	.
CC(=O)N/N=C/c1cc(C)n(-c2ccc(Br)cc2)c1C	0.5	5.0	9.6	1.1	3.1	1.1	-7.4	.	11.3	1624	0.9
CCCCNC(=S)N/N=C1\CCCCc2ccccc21	12.7	8.9	13.3	1.1	5.3	1	-3.8	-1.61	7.4	1550	0.9
CCN1CCN(C(=O)/C(C#N)=C/c2ccc(OC(F)F)cc2)CC1	13.9	8.9	5.4	1.1	2.3	1	-3.2	-3.62*	-2.0	1662	0.9
Cc1csc(NC(=O)CCNS(=O)(=O)c2ccc3c(c2)c(=O)n(C)c(=O)n3C)n1	4.7	7.5	-5.8	1	-1.8	1.1	-13.1	.	11.7	1584	1.1
CCOC(=O)c1sc(C)c2c1NC(c1ccc(Cl)cc1)NC2=O (stereo not given)	-3.3	10.7	6.0	1.1	-6.0	1.1	.	.	2.6	1456	0.9
COc1ccc(C2CC(c3cccs3)=NN2C(=O)COC(=O)c2cc3ccccc3cc2O)cc1OC (stereo not given)	-7.6	2.8	13.6	0.8	1.2	0.9	4.2	.	-11.5	1497	0.9
COc1ccc2cc(C3(C)NC(=O)N(CC(=O)Nc4c(C)n(C)n(-c5ccccc5)c4=O)C3=O)ccc2c1 (stereo not given)	-10.2	-6.1	2.7	0.9	1.4	0.9	6.3	.	19.3	1436	1
COc1ccc(N2C(=O)CC(NCc3cccs3)C2=O)cc1 (stereo not given)	6.9	6.2	18.7	1	4.2	0.9	2.0	-0.0861	14.6	1468	0.8
CCc1cccc2c(C(=O)CSc3nncn3-c3ccccc3OC)c[nH]c12	-1.1	-6.9	1.9	0.9	-1.1	0.9	-8.0	0.746	18.0	1448	1
CN(CCCNC(=O)c1cccc(N2CCCC2=O)c1)c1ccccc1	0.5	-4.2	4.8	1.5	-5.2	1.4	.	.	6.8	1402	1
CCc1cccc(CC)c1NC(=O)COC(=O)C1(C)CC1(Cl)Cl (stereo not given)	6.7	-0.6	2.3	1.1	-0.3	1.1	11.8	0.166	-4.6	1681	1
Cc1ccc(-c2nn(-c3ccccc3)cc2CN(Cc2ccccc2)C(=O)c2ccco2)o1	6.3	-2.5	15.9	0.9	-1.8	0.9	.	-1.27	2.3	1631	0.8
O=C(CSc1nc2ccccc2s1)NNC(=S)Nc1ccc(Cl)cc1	5.4	0.7	18.6	0.8	1.9	0.9	-5.1	.	-6.7	1593	0.8
CNc1oc(C)nc1S(=O)(=O)c1ccccc1	-0.1	-1.0	6.3	1.4	10.6	1.8	13.9	0.121	8.4	1641	0.9
COc1cc(-c2nnc3sc(Cc4ccccc4)nn23)cc(OC)c1OC	2.5	2.5	7.9	0.9	-2.3	0.9	12.9	-0.454	7.1	1627	0.9
Cc1nc2c(C)cccn2c1/C(O)=C1\C(=O)C(=O)N(CCN2CCOCC2)C1c1cccs1 (stereo not given)	8.0	2.2	13.9	1	9.8	0.9	.	.	9.7	1550	0.9
N#C/C(=C\c1ccc(-c2ccccc2)o1)C(=O)Nn1cnnc1	8.6	1.1	10.6	1.1	14.7	1.1	.	.	5.2	1513	0.9
COc1ccc(NC(=O)C(NC(C)=O)C(=O)NCc2ccc(F)cc2)cc1 (stereo not given)	5.2	7.9	11.2	1	1.9	1.1	.	.	-0.1	1394	0.9
CC(C)N=C(NC#N)SCc1ccccc1F	1.1	4.0	10.7	0.9	0.3	0.9	-33.3	0.591	1.9	1500	0.9
O=C(CCNC(=O)Cn1ccc2ccccc2c1=O)NCCC1=CCCCC1	1.0	-1.9	5.4	1	1.4	1.1	-6.0	-0.678	11.1	1768	0.9
Cc1ccc(C(=O)CSc2nnc(C(C)C)n2C)cc1C	-0.6	-2.2	.	.	2.1	.	-16.1	1.3	14.2	1648	.
C#CCNC(=O)C1=C[C@@H](c2ccc3c(c2)OCO3)[C@H](CCCO)[C@@H](OCC)O1	-2.1	4.8	13.9	0.9	-2.9	1	-6.9	.	11.1	1327	0.9
CC(=O)CSc1nc(C(F)(F)F)cc(=O)n1-c1ccccc1	-5.7	-3.5	16.9	0.8	5.9	0.9	.	.	-6.0	1739	0.8
CCc1ccc(NC(=S)N2CCN(c3cccc(C(F)(F)F)c3)CC2)cc1	7.2	2.7	-2.2	1	12.4	1.1	.	.	-0.5	1812	1
O=C(c1cc(-c2cccc(O)c2)on1)N1CCCCC1	0.4	6.2	24.2	0.8	5.0	0.8	1.0	.	8.4	1774	0.8
CCCN(CC1COc2ccccc2O1)C(=S)Nc1ccc(C)cc1 (stereo not given)	2.2	2.3	10.5	0.9	1.7	1	0.5	.	-7.3	1604	0.9
Cc1ccc(CN2CCN(Cc3cn[nH]c3-c3cccc(F)c3)CC2CCO)o1 (stereo not given)	-0.8	6.6	-7.2	1.1	1.9	1	-5.6	0.349	12.4	1468	1.1
CC(C)(C)c1ccc(-c2nnc3sc(-c4ccncc4)nn23)cc1	189.9*	-0.2	6.9	0.9	-7.4	1	47.0	0.0266	-45.1	5672*	0.9
CC(=O)OCC(=O)[C@H]1CC[C@H]2[C@@H]3CCC4=CC(=O)CC[C@]4(C)[C@H]3CC[C@]12C	3.0	2.6	21.8	0.9	0.1	0.9	6.8	.	16.1	1468	0.8
O=C(Nc1ccccc1C(F)(F)F)c1cc(S(=O)(=O)N2CCOCC2)ccc1F	1.7	6.7	12.1	0.9	-0.6	0.9	.	0.77	3.7	1525	0.9
C=CCN(CC=C)CC(O)CN(c1cc([N+](=O)[O-])ccc1OC)S(=O)(=O)c1ccccc1 (stereo not given)	-2.5	4.1	2.5	1	1.9	1	10.7	.	-0.8	1518	1
CCOc1ccc(NC(=S)N(CCN2CCOCC2)Cc2cc3cc4c(cc3[nH]c2=O)OCCO4)cc1	4.6	8.4	38.3	0.8	-6.3	0.8	-17.2	0.856	6.9	1697	0.6
O=C(COC(=O)/C=C/c1ccc(S(=O)(=O)N2CCOCC2)cc1)NCc1ccc(Cl)cc1	1.0	-0.6	10.9	1	-0.7	0.9	-17.8	0.388	-5.0	1610	0.9
CC(=O)N1CCc2cc(Br)cc(S(=O)(=O)NCCN3CCCCC3C)c21 (stereo not given)	-2.3	3.5	7.8	1	3.8	1	-18.6	-0.0948	-2.0	1530	0.9
CCCCN(C(=O)/C=C/c1ccco1)c1c(N)n(CC(C)C)c(=O)[nH]c1=O	0.8	1.7	0.3	1.1	-1.8	1.1	-14.3	.	2.4	1472	1
COc1ccc(C(=O)N/C(=C\c2cc(OC)c(OC)cc2[N+](=O)[O-])C(=O)NCCO)cc1	-7.6	-10.1	0.8	1	-1.1	0.8	-15.2	0.572	6.7	1371	1
O=[N+]([O-])c1cc2c(cc1/C=N/n1cnnc1)OCO2	-2.6	6.4	9.2	1	4.5	0.9	-4.1	.	-1.0	1615	0.9

Grouped by structure, the compounds so far containing a nitro group on carbon (four)
SMILES	PPARg SRC-2 ag	PPARg SRC-1 ag	Diaph inh CS	PMI activator	PPARg SRC3 recr	PMI act hi M6P	S1P3 antagonist	ROMK primary	G6PDH CS	SRC2 TRFRET art	Diaphorase act
O=C(COc1cccnc1[N+](=O)[O-])NC1CCS(=O)(=O)C1 (stereo not given)	-5.7	-8.4	9.7	1.1	-0.2	1	-15.8	0.122	20.7	1604	0.9
C=CCN(CC=C)CC(O)CN(c1cc([N+](=O)[O-])ccc1OC)S(=O)(=O)c1ccccc1 (stereo not given)	-2.5	4.1	2.5	1	1.9	1	10.7	.	-0.8	1518	1
COc1ccc(C(=O)N/C(=C\c2cc(OC)c(OC)cc2[N+](=O)[O-])C(=O)NCCO)cc1	-7.6	-10.1	0.8	1	-1.1	0.8	-15.2	0.572	6.7	1371	1
O=[N+]([O-])c1cc2c(cc1/C=N/n1cnnc1)OCO2	-2.6	6.4	9.2	1	4.5	0.9	-4.1	.	-1.0	1615	0.9

Later entries.
SMILES	PPARg SRC-2 ag	PPARg SRC-1 ag	Diaph inh CS	PMI activator	PPARg SRC3 recr	PMI act hi M6P	S1P3 antagonist	ROMK primary	G6PDH CS	SRC2 TRFRET art	Diaphorase act
Cc1noc(C)c1S(=O)(=O)N1CCCC(C(=O)Nc2cccnc2)C1 (stereo not given)	-2.6	5.4	0.5	1	-3.8	1	-26.4	.	5.0	1532	1
O=C(O/N=C1\CCCc2ccccc21)C1CC1	-4.2	7.7	13.2	1.1	6.1	1	-6.1	-0.0463	5.8	1850	0.9
COc1ccc(-c2noc(CN(C(=O)c3ccc(OC(C)=O)cc3)C(C)C)n2)cc1OC	-4.1	-4.5	15.1	0.8	2.8	0.8	22.5	.	-1.6	1479	0.8
Cc1cccc(NC(=O)C2CCN(S(=O)(=O)c3cccc4cccnc34)CC2)c1	.	.	18.1	1	.	0.9	-30.2	.	5.4	.	0.8
CN(C)c1cccc(C(=O)N2CCCC(C(=O)c3cc(F)ccc3F)C2)c1 (stereo not given)	-4.8	-4.3	19.2	1	5.1	1	-0.2	1.03	4.1	1383	0.8
O=C(COC(=O)COc1cccc2ccccc12)NCC(F)(F)F	-3.4	1.9	11.4	0.9	3.9	0.8	-4.4	-0.0971	3.2	1548	0.9
O=C(CN(CC1CCCO1)C(=O)CCC(=O)Nc1ccccn1)NCc1ccccc1 (stereo not given)	-5.1	-6.7	4.4	1	5.9	1.1	.	.	-1.0	1334	1
